BAZ2B block – qHTS Assay for Inhibitors of BAZ2B; Bromodomain adjacent to zinc finger domain protein 2B (Homo sapiens), Q9UIF8; 360,000 compounds, 4.4% hits; AID 504333, 2011; AlphaScreen BAZ2B-H3K14Ac peptide displacement; Potency, µM (top dose mostly 114 µM), for the others: at the highest dose activity change, negative = inhibition, most hits filed as inhibitors; also: nearly all actives have a fitted effect of over 60% in size
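BAZ2B 50 nM plus b-H3(5-23)K14Ac 50 nM, PBS pH 7.4/0.01% Tween-20, 30 min RT; compound added (max 110 uM), 30 min RT; streptavidin donor/Ni-chelate acceptor beads 10 ug/mL final, 20 min dark; AlphaScreen read.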
BLM helicase inh – qHTS Assay for Inhibitors of Bloom's syndrome helicase (BLM); RecQ-like DNA helicase BLM (Homo sapiens), P54132; recombinant BLM DNA unwinding, fluorescence dequenching; Potency, µM (series often up to 56.1 µM), for the others: at the top dose activity change, negative = inhibition, hits mostly inhibitors; 350,000 compounds, 0.2% hits; AID 2528, 2010;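 also: plate controls were vehicle for no effect and no enzyme for full effect; nearly all actives have a fitted effect of over 35% in size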
G9a block – qHTS Assay for Inhibitors of Histone Lysine Methyltransferase G9a; 350,000 compounds, 8.8% hits; G9a H3K9 monomethylation, AlphaScreen, 2 h; Histone-lysine N-methyltransferase EHMT2 (Homo sapiens), Q96KQ7; Potency, µM (doses to about 102 µM), inactives show at the highest dose activity, negative = inhibition, actives largely listed as inhibitors; also: nearly all actives have a fitted effect of over 75% in size
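Chemiluminescent proximity detection of H3K9 monomethylation, read after 10 min bead incubation in the dark. Reaction: 20 nM G9a, 500 nM biotin-H3K9 peptide, 20 uM SAM cofactor, 2 h, room temperature, following 15 min enzyme-compound preincubation.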
Pin1 inhibitor – qHTS Assay to Find Inhibitors of Pin1; Peptidyl-prolyl cis-trans isomerase NIMA-interacting 1 (Homo sapiens), Q13526; Potency, µM (doses to about 115 µM), inactives show at the highest dose activity, negative = inhibition, hits mostly inhibitors; Pin1 FP peptide displacement, HiFluor488, 10 min; AID 504891, 2011; 390,000 compounds, 0.009% hits; active = well fitted inhibition curve with a large enough effect in the polarisation, with a control signal flat, not every such curve was filed as active; inconclusive = small, poorly fitted or top-dose-only effect, or effect the other way, or a change in a side signal; inactive = no such curve, though single readings can be large or run the other way; the % refers to the polarisation
GLS inh – qHTS for Inhibitors of Glutaminase (GLS). Glutaminase kidney isoform, mitochondrial (Homo sapiens), O94925. GLS enzymatic activity, qHTS titration. Potency, µM (series often up to 45.5 µM), for the others: at the top dose activity change, negative = inhibition, most hits filed as inhibitors. 410,000 compounds, 0.21% hits
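Glutamate formation by hKGA was monitored fluorometrically using coupled glutamate oxidase, HRP and Amplex Red. Substrate was added as 1 mM L-glutamine solution; incubation was 30 min at RT after an initial read.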
JMJD2A Tudor inh – qHTS Assay for Inhibitors of JMJD2A-Tudor Domain; AID 504339, 2011; 390,000 compounds, 4.4% hits; Potency, µM (doses to about 114 µM), without a hit: top-dose activity change, negative = inhibition, hits mostly inhibitors; AlphaScreen JMJD2A-Tudor / H3K4me3 peptide binding; also: nearly all actives have a fitted effect of over 50% in size
Target sequence (O75164 whole entry, looked up, the tested form may be a part): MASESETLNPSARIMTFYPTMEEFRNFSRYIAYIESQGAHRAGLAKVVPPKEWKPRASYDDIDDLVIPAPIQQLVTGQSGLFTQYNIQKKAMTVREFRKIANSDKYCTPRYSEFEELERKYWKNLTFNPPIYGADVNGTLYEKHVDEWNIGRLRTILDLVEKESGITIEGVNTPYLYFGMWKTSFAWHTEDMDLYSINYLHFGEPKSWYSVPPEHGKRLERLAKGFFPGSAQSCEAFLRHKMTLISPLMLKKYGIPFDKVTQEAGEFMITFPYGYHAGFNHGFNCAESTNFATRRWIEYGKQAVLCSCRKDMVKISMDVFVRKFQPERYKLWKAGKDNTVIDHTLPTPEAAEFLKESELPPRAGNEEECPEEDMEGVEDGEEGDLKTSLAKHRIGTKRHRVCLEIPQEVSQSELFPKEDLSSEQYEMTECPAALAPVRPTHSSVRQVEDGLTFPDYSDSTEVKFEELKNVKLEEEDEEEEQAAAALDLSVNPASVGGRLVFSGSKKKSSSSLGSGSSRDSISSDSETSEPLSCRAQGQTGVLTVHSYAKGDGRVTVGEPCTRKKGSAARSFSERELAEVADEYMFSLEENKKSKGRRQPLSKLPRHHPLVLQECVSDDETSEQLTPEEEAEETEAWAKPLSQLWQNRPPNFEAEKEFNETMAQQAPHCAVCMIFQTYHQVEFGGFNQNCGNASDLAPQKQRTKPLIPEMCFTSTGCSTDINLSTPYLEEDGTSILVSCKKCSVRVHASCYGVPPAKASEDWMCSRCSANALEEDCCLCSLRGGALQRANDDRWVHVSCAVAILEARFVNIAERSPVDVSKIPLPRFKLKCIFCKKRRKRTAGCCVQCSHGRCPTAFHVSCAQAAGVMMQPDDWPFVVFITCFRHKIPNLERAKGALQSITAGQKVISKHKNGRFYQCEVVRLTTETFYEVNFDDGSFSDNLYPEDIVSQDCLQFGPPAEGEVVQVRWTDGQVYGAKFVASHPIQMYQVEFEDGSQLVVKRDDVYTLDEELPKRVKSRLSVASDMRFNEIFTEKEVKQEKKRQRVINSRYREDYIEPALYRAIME
* marks the source's active call; other numbers are inactive results; ? = inconclusive; · = no result given; & = joins results of further samples; [ ] = remark or other dose. Unless noted, calls follow the shape of the dose curve; as a rule, active = well fitted curve in the direction sought with a large enough effect; inconclusive = small, poorly fitted or top-dose-only effect, or another doubt; inactive = no such curve, though single readings can be large; an effect the other way counts as inactive or inconclusive. Unless noted, % is scaled to controls: 0 for no effect and ±100 for the full control effect; potency is read from the fitted curve at half-maximal effect. Only part of the results is shown; count on the stated rates, not on these rows.

The first 4 compounds (preview)
entry	SMILES	BAZ2B block	BLM helicase inh	G9a block
1	COc1ccc2c(c1)C1OCCNC1CC2 (stereo not given)	·	·	·
2	O=C(NCP(=O)(Oc1ccccc1)Oc1ccccc1)OCc1ccccc1	·	·	·
3	O=c1[nH]c2ccccc2n1C1CCN(C(c2cc3ccccc3o2)c2nnnn2Cc2ccccc2)CC1 (stereo not given)	·	·	·
4	COc1ccc(-n2nnnc2C(c2ccccc2)N2CCC(n3c(=O)[nH]c4ccccc43)CC2)cc1 (stereo not given)	·	·	·

entry	Pin1 inhibitor	GLS inh	JMJD2A Tudor inh
1	·	-10%	·
2	·	5%	·
3	·	13%	·
4	·	4%	·

Results, repeating the preview:
entry	SMILES	BAZ2B block	BLM helicase inh	G9a block
1	COc1ccc2c(c1)C1OCCNC1CC2 (stereo not given)	·	·	·
2	O=C(NCP(=O)(Oc1ccccc1)Oc1ccccc1)OCc1ccccc1	·	·	·
3	O=c1[nH]c2ccccc2n1C1CCN(C(c2cc3ccccc3o2)c2nnnn2Cc2ccccc2)CC1 (stereo not given)	·	·	·
4	COc1ccc(-n2nnnc2C(c2ccccc2)N2CCC(n3c(=O)[nH]c4ccccc43)CC2)cc1 (stereo not given)	·	·	·
5	CCCCn1nnnc1C(CCc1ccccc1)N1CCC2(CC1)C(=O)NCN2c1ccccc1 (stereo not given)	·	·	·
6	Cc1ccc2c(c1)[C@]13CCCC[C@@H]1[C@@H](C2)N(C)CC3	·	·	·
7	CC(=O)Oc1ccc2c3c1OC1C(OC(C)=O)C=CC4[C@@H](C2)N(C)CC[C@]314 (stereo not given in full)	·	·	·
8	CCC1(CCC(C)C)C(=O)NC(=O)NC1=O	·	·	·
9	COc1cccc(C(c2nnnn2-c2ccc3c(c2)OCCO3)N2CCC3(CC2)C(=O)NCN3c2ccccc2)c1OC (stereo not given)	·	·	·
10	CCOC(=O)[C@]12Cc3cc(C)ccc3[C@H]1N(C)C(=O)c1cc(OC)ccc12	·	·	·
11	Nc1ccc(CC(N)c2csc(Nc3ncccn3)n2)cc1 (stereo not given)	·	·	·
12	COc1ccc(C(=O)C2CCCN(CCc3ccccc3)C2)cc1OC (stereo not given)	·	·	·
13	C=CCCC[C@@H]1OC(=O)CNC(=O)C([C@@H](C)CC)NC(=O)[C@@H]2CCCN2C(=O)C([C@@H](C)CC)OC(=O)[C@H](Cc2ccccc2)N(C)C(=O)[C@H](C(C)C)NC(=O)C1(C)C (stereo not given in full)	·	·	·
14	CSCCC(c1nnnn1C(C)(C)C)N1CCC(n2c(=O)[nH]c3ccccc32)CC1 (stereo not given)	·	·	·
15	CC(N)Cc1ccc2c(c1)OCO2 (stereo not given)	·	·	·

entry	Pin1 inhibitor	GLS inh	JMJD2A Tudor inh
1	·	-10%	·
2	·	5%	·
3	·	13%	·
4	·	4%	·
5	·	-4%	·
6	·	-2%	·
7	·	5%[99.4 µM]	·
8	·	10%[99.4 µM]	·
9	·	5%	·
10	·	-17%	·
11	·	21%	·
12	·	4%	·
13	·	4%	·
14	·	4%	·
15	·	-2%	·

Going on with the list:
entry	SMILES	BAZ2B block	BLM helicase inh	G9a block
16	C[C@H]1CNCCc2ccc(Cl)cc21	·	·	·
17	c1ccc(CN2COC3CCCCCC32)cc1 (stereo not given)	·	·	·
18	COc1ccc(C(c2nnnn2-c2ccc(OC)cc2)N2CCC3(CC2)C(=O)NCN3c2ccccc2)cc1 (stereo not given)	·	·	·
19	Cc1cccc(C)c1-n1nnnc1C(C1CC1)N1CCC2(CC1)C(=O)NCN2c1ccccc1 (stereo not given)	·	·	·
20	CCC(=O)[C@@H](C)[C@@H](O)[C@H](C)C[C@@H](C)C1OC(=O)C[C@@]2(O)CC=C(C)C(O2)C(C)=CCCC[C@H](O[C@H]2C[C@@H](OC(N)=O)[C@H](O)[C@@H](C)O2)C=C[C@H](C)C[C@H]1C (stereo not given in full)	·	·	·
21	CC(C)(C)n1nnnc1C(CCc1ccccc1)N1CCC2(CC1)C(=O)NCN2c1ccccc1 (stereo not given)	·	·	·
22	CC(C)CC1C(=O)N2CCCC2C2(O)OC(NC(=O)C3CC4c5cccc6[nH]cc(c56)CC4N(C)C3)(C(C)C)C(=O)N12 (stereo not given)	·	·	·
23	Cc1ccc2nc(-c3ccc(CN4CCC(n5c(=O)[nH]c6ccccc65)CC4)cc3)c(-c3ccccc3)nc2c1	·	·	·
24	CN(Cc1cccc(-c2ccncc2)c1)C(=O)Oc1ccccc1Cl	·	·	·
25	CCOC(=O)[C@]12Cc3cc(OC)ccc3[C@H]1N(Cc1ccccc1)C(=O)c1cc(OC)ccc12	·	·	·
26	CCOC(=O)[C@]12Cc3cc(C)ccc3[C@H]1N(Cc1ccccc1)C(=O)c1cc(F)c(F)cc12	·	·	·
27	COC(=O)[C@@H]1N=C(c2ccc(OC)cc2)O[C@]12C(=O)N(Cc1ccccc1)c1ccccc12	·	·	·
28	CCCCn1nnnc1C(c1ccc(OC)cc1)N1CCC2(CC1)C(=O)NCN2c1ccccc1 (stereo not given)	·	·	·
29	Nc1ccccc1	·	·	·
30	CC1N=C(N)OC1c1ccccc1 (stereo not given)	·	·	·

entry	Pin1 inhibitor	GLS inh	JMJD2A Tudor inh
16	·	-5%	·
17	·	6%	·
18	·	15%	·
19	·	46%[activator]	·
20	·	0%	·
21	·	4%	·
22	·	4%	·
23	·	16%	·
24	·	8%	·
25	·	-2%	·
26	·	?	·
27	·	2%	·
28	·	8%	·
29	·	-1%	·
30	·	-12%[99.4 µM]	·

(continued)
entry	SMILES	BAZ2B block	BLM helicase inh	G9a block
31	O=C1NCN(c2ccccc2)C12CCN(C(c1cccs1)c1nnnn1Cc1ccccc1)CC2 (stereo not given)	·	·	·
32	COc1ccc(-n2nnnc2C(c2ccnc3ccccc23)N2CCC3(CC2)C(=O)NCN3c2ccccc2)cc1 (stereo not given)	·	·	·
33	CO/C=C(/C(=O)OC)c1ccccc1Oc1cc(Oc2ccccc2C#N)ncn1	·	·	·
34	CN(C)CCc1c[nH]c2ccc(O)cc12	·	·	·
35	Cc1cccc(Cc2cnc[nH]2)c1C	·	·	·
36	CCOC(=O)c1ncn2c1CN(C)C(=O)c1c(I)cccc1-2	·	·	·
37	CCOC(=O)[C@]12Cc3cc(OC)ccc3[C@H]1N(CC(=O)OC)C(=O)c1ccccc12	·	·	·
38	CCOC(=O)[C@]12Cc3cc(OC)ccc3[C@H]1N(C1CCCCC1)C(=O)c1ccccc12	·	·	·
39	FC(F)(F)c1ccc(-c2ccc3c(c2)CNCc2cnnn2-3)cc1	·	·	·
40	Oc1ccc([C@H]2CNCc3c2ccc(O)c3O)cc1O	·	·	·
41	CC(N)C(=O)c1ccccc1 (stereo not given)	·	·	·
42	O=C(Nc1ccccc1-c1ccc(Cl)cc1)c1cccnc1Cl	·	1%	·
43	CC(C)(C)CC(C)(C)c1ccc(O)cc1	·	-12%	·
44	O=c1[nH]c2ccccc2n1C1CCN(Cc2ccc(-c3[nH]c4cc5ncnc5cc4nc3-c3ccccc3)cc2)CC1	·	4%	·
45	CCC1C=CC=CC[C@H](C)[C@@H](O)[C@](C)(O)C(=O)[C@@H](C)[C@H](O)[C@@H](C)C(=O)[C@H](C)[C@@H](O)[C@H](C)C=CC(=O)OC2[C@@H](C)C(CC1)OC1(CC[C@@H](C)C(C[C@H](C)O)O1)[C@@H]2C (stereo not given in full)	-25%	·	-21%[12.7 µM]

entry	Pin1 inhibitor	GLS inh	JMJD2A Tudor inh
31	·	16%	·
32	·	5%	·
33	·	-5%[99.4 µM]	·
34	·	71%[activator][99.4 µM]	·
35	·	-3%	·
36	·	1%	·
37	·	7%	·
38	·	54%[activator]	·
39	·	8%	·
40	·	23%	·
41	·	-5%[99.4 µM]	·
42	·	2%[99.4 µM]	·
43	·	11%[99.4 µM]	·
44	·	1%	·
45	·	·	·

(further entries)
entry	SMILES	BAZ2B block	BLM helicase inh	G9a block
46	S=P(c1ccccc1)(c1ccccc1)c1c[nH]c2ccccc12	·	·	·
47	Cc1nn2c(=O)cc(N3CCNCC3)nc2s1	·	·	·
48	S=P(c1ccccc1)(c1ccccc1)c1c[n+](Cc2ccccc2)c2ccccn12	·	·	·
49	S=P(c1ccccc1)(c1ccccc1)c1cnc2ccccn12	·	·	·
50	CCOC(=O)c1c(N)n(Cc2ccc(OC)cc2)c2nc3ccccc3nc12	6%	-4%	13%
51	CC(O)(CS(=O)(=O)c1ccc(F)cc1)C(=O)Nc1ccc(C#N)c(C(F)(F)F)c1 (stereo not given)	1%	-9%	5%&16%[59 µM]
52	NC1=NC(=O)C(c2ccccc2)O1 (stereo not given)	-11%	-5%	15%[59 µM]
53	O=c1[nH]c(=O)n(-c2ccccc2)c(O)c1C=NC12CN3CN(CN(C3)C1)C2	-7%	-23%	-22%
54	COc1ccc(CN2C(=O)NC(=O)/C(=C/c3ccc([N+](=O)[O-])o3)C2=O)cc1	14µM*	?	7.1µM*
55	CCN1C(=O)NC(=O)/C(=C\c2cn(CC(=O)O)c3ccccc23)C1=O	-14%	-1%	9%[2.33 µM]
56	O=c1[nH]c(=S)[nH]c(O)c1N=Nc1ccc(-c2ccccc2)cc1[N+](=O)[O-]	7.9µM*	?	11µM*
57	Cc1ccc(N2C(=O)/C(=C/c3ccc(CN(CCC#N)S(C)(=O)=O)o3)C(=O)NC2=S)cc1C	40µM*	-17%	8.9µM*
58	O=c1c2ccccc2nc(/C=C/c2ccccc2O)n1-c1ccccc1O	-20%	-9%	?
59	CC(C)[C@@]1(NC(=O)[C@@H]2C=C3c4cccc5[nH]cc(c45)C[C@H]3N(C)C2)O[C@@]2(O)[C@@H]3CCCN3C(=O)[C@H](Cc3ccccc3)N2C1=O	-35%	-21%	8.9µM*
60	COC(=O)c1cc(COc2cc(C)cc3oc(=O)c4c(c23)CCC4)c(C)o1	-1%	-1%	21%

entry	Pin1 inhibitor	GLS inh	JMJD2A Tudor inh
46	0%	·	-35%
47	2%	·	-2%
48	7%	·	-16%
49	-5%	·	?
50	·	·	·
51	·	·	·
52	·	·	·
53	·	·	·
54	·	·	·
55	·	·	·
56	·	·	·
57	·	·	·
58	·	·	·
59	·	·	·
60	·	·	·

(list continues)
entry	SMILES	BAZ2B block	BLM helicase inh	G9a block
61	CN(C)CCc1nc2ccccc2c(=O)n1-c1ccccc1	12%	4%	-26%[12.7 µM]
62	COc1ccccc1[As](=O)(O)CC(O)COc1ccc(Cl)cc1Cl (stereo not given)	1%	-5%	-8%[59 µM]
63	CCN1C(=O)/C(=C\c2ccc([N+](=O)[O-])s2)C(=O)NC1=S	10µM*	?	2.8µM*
64	O=C1NC(=O)N(c2ccccc2)C(=O)/C1=C\c1ccc2c3c(cccc13)CC2	?	4%	7.1µM*

entry	Pin1 inhibitor	GLS inh	JMJD2A Tudor inh
61	·	·	·
62	·	·	·
63	·	·	·
64	·	·	·

Assay outcomes from PubChem BioAssay.
